CDK5 p35 inh – inhibitors of human CDK5/p35 kinase. inhibition, % at 10 µM. Recombinant CDK5/p35, ADP-Glo luminescence, 60 min. actives 0.01% (n = 330,000). Q00535+Q15078;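 active means highest replicate inhibition of at least 50% and at least 75% of replicates reaching 50%; inconclusive means only one of the two criteria met; inactive means both criteria failed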;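 further: plate controls were DMSO neutral control for no effect and GW8510 at 10 µM for full effect; many of its hits are not listed in these tables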
Target sequence (Q00535 whole entry, looked up): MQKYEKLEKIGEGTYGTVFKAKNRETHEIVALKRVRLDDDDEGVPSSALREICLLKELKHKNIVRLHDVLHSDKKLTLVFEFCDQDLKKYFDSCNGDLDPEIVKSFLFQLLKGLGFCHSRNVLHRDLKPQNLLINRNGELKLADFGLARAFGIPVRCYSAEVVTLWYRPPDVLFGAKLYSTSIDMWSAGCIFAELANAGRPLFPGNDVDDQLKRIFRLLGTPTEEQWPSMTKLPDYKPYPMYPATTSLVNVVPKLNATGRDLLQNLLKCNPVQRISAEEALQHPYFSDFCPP
Target sequence (Q15078 whole entry, looked up): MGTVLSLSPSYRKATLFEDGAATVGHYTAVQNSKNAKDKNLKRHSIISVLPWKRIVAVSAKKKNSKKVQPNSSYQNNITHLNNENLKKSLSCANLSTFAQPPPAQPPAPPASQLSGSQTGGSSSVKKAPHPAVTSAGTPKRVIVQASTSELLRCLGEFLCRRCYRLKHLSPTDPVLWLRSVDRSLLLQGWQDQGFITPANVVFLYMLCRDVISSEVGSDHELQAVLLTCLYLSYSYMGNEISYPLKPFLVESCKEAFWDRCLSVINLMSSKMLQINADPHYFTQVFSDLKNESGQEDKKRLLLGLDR
dFosB act – activators of mouse delta FosB homodimer | P13346 | purified delta FosB, TAMRA-CDK5 oligo fluorescence polarization; percent of positive-control signal above neutral wells | activation, % at 25 µM | actives 0.99% (n = 340,000);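 active means mean activation above about 17%, with every replicate also reaching it, limit read from the data, passing the limit was not always enough; inconclusive means only one of the two conditions met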;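 further: fluorescence polarization rise as delta FosB binds a TAMRA Cdk5 AP-1 oligo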
Target sequence (P13346 whole entry, looked up): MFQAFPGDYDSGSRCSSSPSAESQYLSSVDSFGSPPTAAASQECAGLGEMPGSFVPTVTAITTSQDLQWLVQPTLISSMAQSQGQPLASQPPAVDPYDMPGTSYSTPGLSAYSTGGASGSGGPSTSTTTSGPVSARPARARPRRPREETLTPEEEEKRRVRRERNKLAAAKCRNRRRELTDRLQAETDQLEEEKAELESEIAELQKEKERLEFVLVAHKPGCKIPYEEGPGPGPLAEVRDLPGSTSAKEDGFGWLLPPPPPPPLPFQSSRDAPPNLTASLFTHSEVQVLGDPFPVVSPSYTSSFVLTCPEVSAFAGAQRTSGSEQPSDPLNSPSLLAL
PvdQ inh – blocks Pseudomonas aeruginosa PvdQ acylase activity. AID 488965. actives 0.063% (n = 340,000). purified PvdQ acylase, fluorescence plate reader. inhibition, % at 10 µM; in the data active means inhibition above about 30%, passing the limit was not always enough; inconclusive means no clear call, values can overlap the other calls;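 further: 0% = vehicle neutral wells and 100% = reference inhibitor wells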
cardiac RTF act – increases calcium sensitivity of human cardiac regulated thin filaments. P19429+P45379. IANBD-labeled TnC RTF fluorescence at EC20 calcium; 0% EC20 calcium, 100% full calcium. activation, % at 7.2 µM. actives 0.24% (n = 340,000);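 active means activation above the mean over all tested compounds plus 3 SD, cut at about 30% in these data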;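 further: rise in fluorescence read as greater calcium sensitivity of cardiac thin filaments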
HTR5A ag ctr – HTR5A agonism, opioid heterodimer counter-screen; P47898; HTR5A agonist assay, luminescence, cell-based; activation, % at 9.3 µM; actives 0.61% (n = 340,000); in the data active means activation mostly above about 9.5%, no sharp cut-off; inactive means mostly below about 7.6%;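 further: 0% = cells with vehicle only and 100% = reference agonist; strong numbers were not always called active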
Wnt act – Wnt/beta-catenin pathway activation | Wnt/beta-catenin reporter cell assay, activator, plate reader | activation, % at 9.35 µM | actives 1.2% (n = 300,000); in the data active means activation above about 30%, passing the limit was not always enough; inconclusive means no clear call, values can overlap the other calls;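 further: 0% = neutral control wells and 100% = positive control wells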
MITF act – MITF TRPM1 promoter activation in melanoma cells | activation, % at 12.5 µM | SK-MEL-5 TRPM1-promoter luciferase, 24 h; % of positive control, neutral wells = 0 | actives 0.75% (n = 300,000);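 active means mean activation of at least 80% with every replicate also reaching 80%; inconclusive means mean reaches 80% but some replicate falls short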;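 further: 0% = neutral control wells and 100% = parthenolide positive control wells; values of inactives mirror those of a sister screen read the other way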
SR-BI uptake up – SR-BI HDL lipid transfer activation. CHO ldlA[mSR-BI] cells, DiI-HDL uptake fluorescence, 3 h; 100 = double the neutral-control signal. activation, % at 12.5 µM. actives 0.096% (n = 320,000). AID 504775;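 active means mean replicate activation of at least 60% and every replicate at or above 60%; inconclusive means mean or all-replicate condition met, but not both; inactive means mean below 60% and not all replicates reaching 60%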;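 further: 0% = median plate neutral-control signal and 100% = twice that signal; values of inactives mirror those of a sister screen read the other way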
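material = CHO ldlA[mSR-BI] cells | medium = Ham's F12 with 0.5% BSA, HEPES 25 mM, pH 7.4 | reagent = fluorescent DiI-HDL, 10 µg/mL final | compound dosing = single-point compound dose | incubation = 3 h, 37 °C | measured by = bottom-read fluorescence, 550/595 nm | measure = HDL uptake via cellular fluorescence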
Rtt109 HAT inh – inhibitors of Candida albicans Rtt109/Vps75 histone acetyltransferase. Q5AAJ8. purified Rtt109/Vps75, ThioGlo CoA-SH fluorescence, 4 h. inhibition, % at 34.9 µM. actives 0.16% (n = 330,000). AID 540336;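 active means inhibition of at least 50% in every replicate; inconclusive means best replicate reaches 50% inhibition but some replicates fall short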
SR-BI DiI inh – blocks mouse SR-BI lipid uptake from DiI-HDL. inhibition, % at 12.5 µM. ldlA[mSR-BI] CHO cells, DiI-HDL uptake fluorescence, 3 h. actives 0.96% (n = 320,000);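 active means mean replicate inhibition of at least 70% and a set share of replicates each scoring 70 or more; inconclusive means meets just one of the two criteria; inactive means fails both criteria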;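 further: 0% = median of neutral control wells and 100% = median of positive control wells; values of inactives mirror those of a sister screen read the other way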
* hit, by the source's call; ? = inconclusive; . = no result given.

entry	Structure	CDK5 p35 inh	dFosB act	PvdQ inh	cardiac RTF act	HTR5A ag ctr	Wnt act	MITF act	SR-BI uptake up	Rtt109 HAT inh	SR-BI DiI inh
1	O=C(CN1CCN(CC(=O)c2ccccc2)CC1)c1ccccc1	-1.2	-10	11	-8	-5	-7	3	14	6	-14
2	O=C(c1cccc(Cl)c1)N1CCN(Cc2c[nH]c3ccccc23)CC1	-2.1	1	-12	12	-3	-1	-14	3	-2	-3
3	Nc1ccc(S(=O)(=O)Nc2nc(-c3ccccc3)cc(-c3ccccc3)n2)cc1	0.9	10	6	-7	-2	0	.	-4	-6	4
4	CCN(CC(=O)NCC(=O)Nc1ccc(Br)cc1C)Cc1ccccc1	2.9	-9	-12	2	-4	-2	-3	8	-5	-8
5	CCC(C)[C@H](NC(=O)[C@H](Cc1ccccc1)n1c(=O)[nH]c2ccccc2c1=O)C(=O)NCC1CCC(C(=O)O)CC1 (stereo not given in full)	-0.2	1	-15	3	0	0	2	8	-29	-8
6	COc1ccc(NC(=O)C2CCN(Cc3cnn(-c4ccccc4)c3-n3cccc3)CC2)cc1OC	-1.0	-2	-7	-4	2	.	-7	.	-2	.
7	COc1cc(/C=N/NC(=O)CCn2c3ccccc3c3ccccc32)ccc1O	-1.5	1	-5	-6	0	-5	-6	-14	12	14
8	Cc1cccnc1NC(=O)/C=C/c1ccc2c(c1)OCO2	0.9	-5	0	13	-2	.	?	-4	1	4
9	O=C(NCCCn1ccnc1)c1cccc(S(=O)(=O)NCc2ccccc2)c1	-0.8	1	3	-8	3	-1	-1	15	-12	-15
10	COc1ccc(S(=O)(=O)N(C)c2ccc(C(=O)N3CCN(C)CC3)cc2)cc1	-0.3	3	16	6	0	-2	-8	-39	-3	39
11	N#Cc1c2n(c3c(=O)[nH]cnc13)CCCC2	3.0	-3	-11	5	2	.	.	14	-33	-14
12	O=C(Cn1c(=O)sc2ccccc21)Nc1ccccc1	-0.4	-1	-7	-3	-5	.	17	6	-5	-6
13	COC(=O)Cn1nc(-c2ccc(C)c(S(=O)(=O)N(C)C)c2)c2ccccc2c1=O	1.6	-14	4	3	2	6	.	-40	2	40
14	COc1ccc(NC(=O)COC(=O)CCc2nc3ccccc3c(=O)[nH]2)c(OC)c1	-8.9	-9	-11	-5	-2	2	-7	-10	-5	10
15	CC(=O)Nc1ccc(S(=O)(=O)NCCC(=O)N2CCN(C(c3ccccc3)c3ccccc3)CC2)cc1	2.3	-5	2	-11	7	1	1	9	9	-9

Continued.
entry	Structure	CDK5 p35 inh	dFosB act	PvdQ inh	cardiac RTF act	HTR5A ag ctr	Wnt act	MITF act	SR-BI uptake up	Rtt109 HAT inh	SR-BI DiI inh
16	CCOC(=O)c1ccc(NC(=O)CCNS(=O)(=O)c2cc(Br)cnc2N)cc1	0.4	-13	1	-1	-1	-2	2	11	6	-11
17	CC(=O)N1CCN(C(=O)CNC(=O)c2ccc(Br)o2)CC1	1.8	4	-14	-5	-2	0	-8	9	-15	-9
18	O=c1cc(-c2ccc(O)cc2)oc2cc(O)c(C3OC(CO)C(O)C(O)C3O)c(O)c12 (stereo not given)	2.2	-9	10	-1	5	-1	.	14	-3	-14
19	COc1cc(C2C(C(=O)c3cc4ccccc4o3)=C(O)C(=O)N2CCN2CCOCC2)ccc1OCCC(C)C (stereo not given)	0.9	-10	-4	-5	1	2	-5	10	7	-10
20	CC(C)c1nnc(NC(=O)CCC(=O)N2CCN(Cc3ccccc3)CC2)s1	-0.7	-5	10	-11	1	.	-5	-4	6	4
21	CCc1nn(CC(=O)NCCCN2CCN(C)CC2)c(=O)c2cc3sccc3n12	0.6	-2	-1	-3	1	0	10	.	26	-24
22	Cn1c(SCC(=O)c2ccc(F)cc2)nnc1-c1cnccn1	-1.3	-2	-15	4	1	.	31	31	-14	-31
23	CCOc1cc(/C=C2\C(=O)N(CCc3ccc(OC)c(OC)c3)C(C)=C2C(=O)OC)ccc1O	2.6	-9	-5	-4	5	-1	-5	14	-7	-14
24	O=C(NCc1ccco1)C1Cc2ccccc2CN1S(=O)(=O)c1ccccc1F (stereo not given)	-0.1	-6	-11	-1	-3	-2	2	-47	2	47
25	O=C(COc1ccccc1)Nc1ccc2[nH]ncc2c1	0.2	-3	-4	-7	2	-1	3	8	2	-8
26	O=C(c1ccccc1)N(C(=O)c1ccccc1)c1ncnc2c1C(c1ccccc1)c1c(ccc3ccccc13)O2 (stereo not given)	-1.7	2	-11	-3	7	-10	-7	-6	-7	6
27	CN(C)S(=O)(=O)c1ccc2c(c1)c(=O)c(C(=O)N1CCOCC1)cn2C	-9.3	-3	-18	10	-3	-1	-3	8	5	-8
28	O=C(Nc1nnc(SCc2ccc(F)cc2)s1)c1ccc2ncsc2c1	0.0	-4	-8	-1	2	10	10	-25	-3	25
29	CCCCn1nnnc1NCc1cc(OC)c(OC)cc1OC	-1.2	6	8	-11	0	-3	-4	13	0	-13
30	CSc1nc2ccc(Cl)cc2[nH]1	0.8	-6	-10	2	2	0	3	3	-2	-3

Reprinted at random: two compounds from above
entry	Structure	CDK5 p35 inh	dFosB act	PvdQ inh	cardiac RTF act	HTR5A ag ctr	Wnt act	MITF act	SR-BI uptake up	Rtt109 HAT inh	SR-BI DiI inh
24	O=C(NCc1ccco1)C1Cc2ccccc2CN1S(=O)(=O)c1ccccc1F (stereo not given)	-0.1	-6	-11	-1	-3	-2	2	-47	2	47
23	CCOc1cc(/C=C2\C(=O)N(CCc3ccc(OC)c(OC)c3)C(C)=C2C(=O)OC)ccc1O	2.6	-9	-5	-4	5	-1	-5	14	-7	-14

Taken from above.
In MITF act, entry 30 is entered as 3
In cardiac RTF act, entry 17 is entered as -5
In SR-BI uptake up, entry 19 is entered as 10

(listing goes on)
entry	Structure	CDK5 p35 inh	dFosB act	PvdQ inh	cardiac RTF act	HTR5A ag ctr	Wnt act	MITF act	SR-BI uptake up	Rtt109 HAT inh	SR-BI DiI inh
31	COc1ccccc1NC(=O)Cn1cnc2c(nc3n2CCCCC3)c1=O	-0.5	-4	-4	-5	-2	3	-1	16	-38	-16
32	COc1ccc(-c2nnc(SCc3ccc(C(=O)O)cc3)n2C)cc1OC	0.8	-4	-25	1	-1	0	.	15	-1	-15
33	O=C(O)c1ccc(N2C(=O)c3cccc4cccc(c34)C2=O)cc1	0.2	4	5	-5	1	-1	.	17	9	-17
34	COc1ccc(N(CC(=O)Nc2cccc(C)c2)S(=O)(=O)c2c(C)noc2C)cc1	-2.1	-6	-18	-8	3	-1	5	-16	11	16
35	O=C(NCCCN1CCCC(O)C1)c1cc(COc2ccc(F)cc2F)on1 (stereo not given)	1.3	3	0	-7	5	2	4	-4	-6	4
36	Cc1ccc(SCCNC(=O)c2ccc(C)c(S(=O)(=O)Nc3ccccc3C)c2)cc1	-0.6	5	-4	5	-4	-4	-7	-33	.	33
37	Cn1c(C(=O)N2CCCC(C(=O)NCCc3ccccc3)C2)cc2sccc21 (stereo not given)	-0.8	-8	-11	1	0	.	5	-31	.	31
38	Fc1ccc(/C=N/NC(=S)Nc2cccnc2)cc1F	-0.3	-3	-2	-5	-6	1	12	-6	-7	6
39	COc1cc(OC)cc(C(=O)NCC(=O)Nc2ccc(C)c(Cl)c2)c1	0.2	-21	-12	2	7	46*	11	-14	-6	14
40	Cn1nc(-c2ccccc2)c2cc(C(=O)O)sc21	0.0	-1	-13	6	1	-1	-10	-2	8	2
41	Cc1ccc(NC(=O)CSc2nnc(NC(=O)c3ccc(S(=O)(=O)N4CCOCC4)cc3)s2)cc1	0.4	-3	-5	2	-2	8	2	11	2	-11
42	CNC[C@@H]1Oc2c(NS(C)(=O)=O)cccc2C(=O)N([C@@H](C)CO)C[C@H]1C	-2.2	-2	-16	6	8	1	4	19	2	-19
43	Cc1ccc(NC(=O)CCNC(=O)c2ccc(Br)cc2)cc1S(=O)(=O)N1CCCCCC1	-0.1	-5	-17	2	-3	-1	-12	-24	0	24
44	O=C(Nc1ccccc1Cl)Nc1ccnn1C1CCN(C(=O)CCN2CCCO2)CC1	-0.1	-2	-3	-2	-1	-1	-9	-10	9	10
45	OC(c1ccccc1)c1ccncc1 (stereo not given)	-2.5	-1	-16	14	2	-1	2	10	-4	-10

Compound profiles, as listed above:
`Cc1ccc(NC(=O)CCNC(=O)c2ccc(Br)cc2)cc1S(=O)(=O)N1CCCCCC1` is listed as CDK5 p35 inh: -0.1; dFosB act: -5; PvdQ inh: -17; cardiac RTF act: 2; HTR5A ag ctr: -3; Wnt act: -1; MITF act: -12; SR-BI uptake up: -24; Rtt109 HAT inh: 0; SR-BI DiI inh: 24
`Cc1ccc(SCCNC(=O)c2ccc(C)c(S(=O)(=O)Nc3ccccc3C)c2)cc1` is listed as CDK5 p35 inh: -0.6; dFosB act: 5; PvdQ inh: -4; cardiac RTF act: 5; HTR5A ag ctr: -4; Wnt act: -4; MITF act: -7; SR-BI uptake up: -33; Rtt109 HAT inh: .; SR-BI DiI inh: 33
`COc1ccccc1NC(=O)Cn1cnc2c(nc3n2CCCCC3)c1=O` is listed as CDK5 p35 inh: -0.5; dFosB act: -4; PvdQ inh: -4; cardiac RTF act: -5; HTR5A ag ctr: -2; Wnt act: 3; MITF act: -1; SR-BI uptake up: 16; Rtt109 HAT inh: -38; SR-BI DiI inh: -16

The list goes on:
entry	Structure	CDK5 p35 inh	dFosB act	PvdQ inh	cardiac RTF act	HTR5A ag ctr	Wnt act	MITF act	SR-BI uptake up	Rtt109 HAT inh	SR-BI DiI inh
46	COc1ccc(CCNS(=O)(=O)c2ccc(-n3cnnn3)c(OC)c2)cc1OC	2.7	3	3	-4	0	-2	18	-6	-1	6
47	CC(C)CNC(=O)CO/N=C/c1ccccc1Cl	-1.4	-8	-14	0	-5	0	5	11	-8	-11
48	COc1ccc(OC)c(Nc2nc(N)nc(CCl)n2)c1	-3.4	0	-12	-4	17*	2	.	-5	3	5
49	CC/C=C\C/C=C\C/C=C\CCCCCCCC(=O)O	-0.1	-14	-1	5	9	1	-6	10	17	-10
